NR2E3 ag-1: NR2E3 agonists in two-hybrid cells, primary screen, cell-based, luminescence, CHO-S, Gal4-NCOR/VP16-NR2E3; Photoreceptor-specific nuclear receptor (Homo sapiens), Q9Y5X4; luciferase; inhibition of corepressor binding, % at 3.98 µM; 360,000 tested, 0.35% active; AID 602229, 2012;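 active = inhibition above the mean of all tested compounds plus 3 SD, cut at about 70% in these data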;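 also: 0% = DMSO with NR2E3 transfected cells and 100% = cells lacking NR2E3 construct; higher means lower luciferase signal from less NR2E3 corepressor binding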
Target sequence (Q9Y5X4 whole entry, looked up, the tested form may be a part): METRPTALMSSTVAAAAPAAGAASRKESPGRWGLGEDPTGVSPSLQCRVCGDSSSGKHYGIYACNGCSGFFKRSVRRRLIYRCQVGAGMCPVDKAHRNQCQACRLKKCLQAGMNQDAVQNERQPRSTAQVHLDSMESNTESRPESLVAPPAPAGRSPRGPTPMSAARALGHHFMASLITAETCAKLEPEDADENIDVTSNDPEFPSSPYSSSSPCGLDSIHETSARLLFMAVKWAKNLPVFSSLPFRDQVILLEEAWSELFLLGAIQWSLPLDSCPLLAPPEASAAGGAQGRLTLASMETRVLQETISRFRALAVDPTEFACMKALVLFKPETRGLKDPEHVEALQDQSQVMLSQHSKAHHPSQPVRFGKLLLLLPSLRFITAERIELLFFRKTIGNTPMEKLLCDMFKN
CF NFkB inh: inhibitors of PAF-induced NF-kB signaling, primary screen, cell-based, GFP fluorescence, uHTS | KKLEB NF-kB-GFP reporter, GFP fluorescence overnight | 360,000 tested, 0.86% active | AID 588850, 2011 | inhibition, % at 5 µM;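 active = at least 50% inhibition at 5 µM, scaled per plate between neutral and stimulator controls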;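 also: PAF is a Pseudomonas aeruginosa culture filtrate used as stimulus; plate controls were PAF-stimulated DMSO wells for no effect and unstimulated DMSO wells for full effect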
aDG glyco act: activators of alpha-DG glycosylation, primary screen, uHTS, Pro5-aDG cells, AlphaScreen | 360,000 tested, 0.22% active | AID 624168, 2012 | activation, % at 10 µM | alpha-DG glycosylation AlphaScreen (IIH6); 0% Pro5, 100% B10-LARGE cell signal;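 active = activation of at least 8% versus controls, or a plate z-score of at least 8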;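 also: Pro5 are CHO cells carrying HIG-tagged alpha-DG that lacks glycosylation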
TRPM1 prom inh: inhibitors of MITF-dependent TRPM1 promoter reporter, primary screen, cell-based, SK-MEL-5, single point, luciferase | 330,000 tested, 0.83% active | SK-MEL-5 TRPM1 promoter luciferase, 24 h | AID 488899, 2010 | inhibition, % at 12.5 µM;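 active = mean inhibition across replicates of 60% or more, whatever share of single replicates reaches that level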; also: values of inactives mirror those of a sister screen read the other way
KKLEB cytotox: cytotoxicity in KKLEB CF airway cells, primary screen, cytotoxicity control for CF NF-kB inhibitor project, cell-based, uHTS, fluorescence assay plates. KKLEB CF airway cells viability, ATPlite luminescence, overnight; stronger effect = lower value; cells stimulated with P. aeruginosa culture filtrate. activity change (cytotoxicity), % at 5 µM. 360,000 tested, 0.36% active. AID 602141, 2011;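 active = corrected activity change at or below -50% at 5 µM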
HIF-2a inh: HIF-2a reporter inhibitors, primary screen, luminescence, 786-0 RCC cells; 786-0 RCC cells HIF-2a reporter, luciferase luminescence, overnight; inhibition, % at 18.8 µM; 360,000 tested, 0.72% active; AID 624352, 2012;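 active = inhibition of the luminescence signal of 40% or more relative to plate controls, in a single-dose primary screen at 18.75 µM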
TWEAK Fn14 block: inhibitors of TWEAK-Fn14 signaling, primary screen, luciferase reporter cells, uHTS; inhibition, % at 10 µM; 360,000 tested, 2% active; TWEAK-stimulated Fn14 reporter cells, luciferase luminescence, 8 h; in the data active = inhibition above about 50%
NR2E3 ag-2: inhibitors of NR2E3-RetCOR corepressor binding, primary screen, NR2E3 agonist project, biochemical, TR-FRET, GST-NR2E3, biotin-RetCOR. Photoreceptor-specific nuclear receptor (Homo sapiens), Q9Y5X4. 1536-well. inhibition of corepressor binding, % at 4.78 µM. 320,000 tested, 0.12% active. AID 2300, 2010;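 active = percent inhibition above the cutoff of mean plus 3 SD of all tested compounds, set per screening campaign, cut at about 20% in these data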;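 also: 0% = DMSO wells and 100% = biotin wells as full block of FRET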
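System: GST-NR2E3 and biotin-RetCOR proteins; probe or stimulus: 7 nM biotin-RetCOR; doses: compound at 4.8 µM, single dose; schedule: Compound–protein incubation for 5 h at 4 °C; detection: time-resolved FRET; read-out: percent inhibition; controls: biotin wells as high control, 0.6% DMSO wells as low control; format: 1536-well plates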
Peg3 promoter: Peg3 promoter-driven luciferase inhibitors, primary screen, cell-based, HeLa, luciferase luminescence | HeLa PEG-Prom luciferase reporter, overnight | inhibition, % at 20 µM | 360,000 tested, 1.7% active | AID 588405, 2011;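 active = inhibition of at least 50% at 20 µM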
iPSC survival up: enhancers of single-cell hiPSC survival, primary screen, ATPlite luminescence; AID 602274, 2012; 360,000 tested, 0.044% active; 100% = ROCK inhibitor wells, 0% = DMSO; survival enhancement, % at 20 µM; in the data active = survival enhancement above about 18%;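 also: cells exposed to compounds for 16 hours before the ATP read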
Shn3 inh set2: reduction of Shn3 3'UTR firefly luciferase signal, primary screen, Schnurri-3 inhibitor project, cell-based, Clone20 osteoblasts, set 2. Clone20 osteoblast Shn3 3'UTR firefly luciferase, 24 h. 360,000 tested, 0.52% active. inhibition, % at 12.5 µM;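 active = mean inhibition of at least 75% with every replicate also reaching 75%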;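 also: 0% = median of neutral control wells and 100% = pilot-screen positive control compound; some compounds past the cut are filed as inactive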
* marks the source's active call; other numbers are inactive results; nt = not tested or not shown.

SMILES | NR2E3 ag-1 | CF NFkB inh | aDG glyco act | TRPM1 prom inh | KKLEB cytotox | HIF-2a inh | TWEAK Fn14 block | NR2E3 ag-2 | Peg3 promoter | iPSC survival up | Shn3 inh set2
CNCc1c(OCc2ccccc2)ccc2ccccc12 | 6.3 | 9.3 | 0.1 | 6.7 | -29.4 | 1.7 | 4.2 | -0.2 | -7.3 | -0.5 | -0.3
CN(C(=O)c1cc2c(=O)n3ccccc3nc2s1)C1CCCCC1 | -76.5 | 8.3 | 0.1 | -36.7 | -20.0 | -171.2 | 8.0 | 1.5 | -224.4 | -0.5 | -57.0
O=C(Oc1ccc(-c2nnco2)cc1)N(c1ccccc1)c1ccccc1 | 6.7 | 7.9 | 0.7 | -7.3 | 1.0 | 24.4 | -13.9 | 1.0 | 34.5 | -1.5 | 4.6
Cc1cc(NC(=O)CSc2nc3ccsc3c(=O)n2CCCC(=O)NCCc2ccccc2)no1 | -6.5 | -1.4 | 0.0 | 20.4 | 2.6 | 13.1 | 0.7 | -1.8 | 21.1 | -0.4 | 17.1
CC1CN(CC(=O)N2CCc3[nH]c4ccccc4c3C2)CC(C)O1 (centres undefined) | -0.2 | 2.1 | -0.1 | 4.9 | -1.5 | 6.7 | 12.0 | 0.2 | 3.6 | 2.5 | -28.8
Cc1ccc(C(=O)NNC(=O)c2ccc(S(=O)(=O)N(C)c3ccccc3)cc2)cc1 | -3.5 | -19.4 | 0.0 | 0.4 | 24.1 | -3.0 | 5.7 | nt | -12.7 | 1.1 | 19.6
COCCCn1c(C)cc(C(=O)COC(=O)C23CC4CC(CC(O)(C4)C2)C3)c1C | 11.1 | -25.8 | -0.1 | -20.2 | -2.0 | -25.3 | 25.6 | nt | -221.8 | -0.4 | -58.4
CC(C)c1cc(NC(=O)C(C)(C)C)cc(C(C)C)c1O | -1.7 | 7.7 | 0.2 | 3.2 | 3.4 | 8.4 | 4.1 | 1.5 | 16.6 | -0.1 | -10.1
CN1C(=O)CCC1(O)c1ccccc1 (centres undefined) | -0.2 | 1.3 | 0.1 | -2.8 | 0.2 | 22.4 | -21.1 | 0.6 | 1.8 | -0.9 | -31.3
Cc1cccc(C(=O)OCC(=O)NCCCc2ccccc2)c1O | -1.1 | 9.2 | 0.0 | -4.7 | 4.6 | 8.3 | -27.5 | 0.7 | 0.4 | 0.0 | 11.6
COc1ccc(OC)c(-n2nnnc2SCC(=O)Nc2ccc3c(c2)OCCO3)c1 | -19.1 | 20.4 | 0.1 | 6.9 | -22.8 | -7.0 | -11.5 | 4.9 | 12.2 | 0.4 | 28.5
CCOCCCN1C(=O)CN(C2CCC(C)CC2)C(=O)C1c1ccc(C)cc1 (centres undefined) | -20.9 | -21.6 | 0.1 | 1.0 | -3.0 | 2.6 | -21.7 | 0.2 | 1.9 | -0.1 | -11.3
O=C1C2C3C=CC(C3)C2C(=O)N1CCC(=O)N1CCc2ccccc21 (centres undefined) | 1.1 | 4.8 | 0.1 | -2.3 | -21.2 | -3.0 | -3.1 | 1.0 | -9.3 | -1.0 | -5.2
CNC(=S)NNC(=O)c1cccc(C(F)(F)F)c1 | -23.3 | -2.5 | 0.2 | 10.5 | 5.8 | 8.7 | -2.1 | 0.9 | 16.6 | 0.9 | -35.3
CCOC(=O)c1sc2nc(C)nc(SCC(=O)N(CC)C3CCS(=O)(=O)C3)c2c1C (centres undefined) | -24.0 | -8.0 | 0.5 | 6.3 | 12.9 | -3.9 | 22.5 | -3.0 | 8.4 | 0.4 | 26.5
Cc1cc(C)n2c(Nc3ccc4c(c3)OCCO4)c(CCc3ccccc3)nc2n1 | -42.3 | nt | 1.2 | nt | nt | -49.1 | 36.3 | nt | nt | 1.4 | nt
CC(=O)c1oc2ccccc2c1NC(=O)CCCN1C(=O)c2ccccc2C1=O | -29.8 | -17.5 | -0.1 | 4.8 | -3.9 | 14.2 | -10.6 | 3.8 | -5.8 | -0.5 | -1.4
CCOC(=O)Cc1csc(NS(=O)(=O)Cc2ccccc2)n1 | 7.7 | 6.7 | -0.2 | -8.6 | 4.6 | 14.8 | 3.8 | -0.6 | 14.0 | -0.8 | -7.2
CC(=O)c1cccc(S(=O)(=O)Nc2cccnc2)c1 | 5.0 | -10.2 | -0.1 | 8.7 | 9.1 | 8.8 | 19.6 | 3.4 | 0.4 | 0.7 | 3.8
Cc1ccc(C2CC(=O)C=C(NCC(C)C)C2)cc1 (centres undefined) | -15.6 | -11.4 | 0.3 | 3.1 | 13.4 | 15.9 | 5.0 | 0.0 | 11.1 | 1.3 | 15.0
CCC(Oc1ccc(C)cc1)C(=O)Nc1ccc2c(c1)n(C)c(=O)n2C (centres undefined) | -6.3 | -10.6 | 0.1 | -7.9 | 6.9 | 10.6 | -16.1 | nt | 15.8 | 0.7 | 20.8
CC1Cc2ccccc2N1C(=O)CSc1nc2c(c(=O)n(C)c(=O)n2C)n1Cc1ccc(F)cc1 (centres undefined) | -7.3 | 14.5 | -0.1 | 6.4 | -15.6 | 32.1 | 30.7 | 0.8 | 38.7 | -3.6 | 11.7
CC(=O)CC(=O)Nc1ccc(Nc2ccccc2)cc1 | 0.2 | -11.9 | -0.3 | -4.6 | 6.4 | 13.2 | -3.3 | -4.4 | -8.6 | 1.7 | 4.8
CN1CCN(c2cc(CNC[C@H]3O[C@@H](n4cnc5c(=O)[nH]c(N)nc54)[C@H](O)[C@@H]3O)ccc2F)CC1 | -16.3 | -5.8 | -0.5 | nt | 9.0 | 8.3 | 2.6 | nt | 25.3 | 0.6 | -11.8
COc1ccc(CCNC(=O)COC(=O)/C=C/c2ccc(OCC#N)c(OC)c2)cc1OC | -13.1 | 16.4 | -0.2 | -6.3 | -1.4 | 34.0 | -8.3 | 0.0 | 2.6 | 0.1 | -5.0
CSc1ncccc1C(=O)OCC(=O)c1ccccc1Br | -7.2 | -0.3 | 0.2 | -8.2 | -7.1 | 7.2 | -37.0 | -0.6 | -24.0 | -0.9 | -7.1
COc1ccc(/C=N/N2C(=O)CSC2=S)cc1 | 4.4 | -20.1 | 0.0 | -8.6 | 0.8 | -8.9 | -8.9 | 2.6 | -7.5 | -1.7 | -9.7
COc1cc(OC)c2c(=O)cc(-c3cccnc3)oc2c1 | -23.1 | -47.8 | -0.1 | -12.9 | -0.6 | -20.1 | -27.1 | 0.7 | -22.9 | 1.8 | -50.0
Oc1ccc(/C=N/N2CCN(C3c4ccccc4-c4ccccc43)CC2)cc1O | 1.2 | 11.4 | -0.1 | 2.3 | 1.6 | 28.9 | 30.8 | 0.1 | 30.8 | -0.1 | 24.2
c1ccc(CSc2nnc(NC3CCCCC3)s2)cc1 | -104.3 | 17.8 | 0.1 | nt | -7.1 | -195.1 | 1.4 | nt | -298.6 | 6.6 | -27.5

Grouped by structure: the entries above with a thiophene ring, fused or not (3)
SMILES | NR2E3 ag-1 | CF NFkB inh | aDG glyco act | TRPM1 prom inh | KKLEB cytotox | HIF-2a inh | TWEAK Fn14 block | NR2E3 ag-2 | Peg3 promoter | iPSC survival up | Shn3 inh set2
CN(C(=O)c1cc2c(=O)n3ccccc3nc2s1)C1CCCCC1 | -76.5 | 8.3 | 0.1 | -36.7 | -20.0 | -171.2 | 8.0 | 1.5 | -224.4 | -0.5 | -57.0
Cc1cc(NC(=O)CSc2nc3ccsc3c(=O)n2CCCC(=O)NCCc2ccccc2)no1 | -6.5 | -1.4 | 0.0 | 20.4 | 2.6 | 13.1 | 0.7 | -1.8 | 21.1 | -0.4 | 17.1
CCOC(=O)c1sc2nc(C)nc(SCC(=O)N(CC)C3CCS(=O)(=O)C3)c2c1C (centres undefined) | -24.0 | -8.0 | 0.5 | 6.3 | 12.9 | -3.9 | 22.5 | -3.0 | 8.4 | 0.4 | 26.5

Continuation.
SMILES | NR2E3 ag-1 | CF NFkB inh | aDG glyco act | TRPM1 prom inh | KKLEB cytotox | HIF-2a inh | TWEAK Fn14 block | NR2E3 ag-2 | Peg3 promoter | iPSC survival up | Shn3 inh set2
CCOC(=O)C1=CN(Cc2cccc(F)c2)S(=O)(=O)NC1c1ccccc1 (centres undefined) | -1.8 | 1.5 | -0.1 | 1.5 | -5.9 | 1.7 | 2.7 | nt | 14.0 | 0.8 | 2.8
O=C(NCc1cccc(F)c1)C1CCN(S(=O)(=O)Cc2ccccc2)CC1 | -11.3 | 2.0 | 0.2 | 7.5 | -0.3 | 6.4 | 2.4 | -0.2 | 16.3 | 2.0 | 8.3
CCN(C(=O)COC(=O)c1cc([N+](=O)[O-])ccc1N1CCOCC1)c1ccccc1 | -14.0 | 17.9 | -0.6 | -2.3 | -7.9 | 32.6 | -24.1 | 2.2 | 31.1 | -0.2 | 35.6
CC(C)NC(=O)C1CCN(Cc2cccc(Oc3ccccc3)c2)CC1 | -2.1 | 9.8 | 0.0 | 4.4 | 0.6 | 14.4 | 13.5 | nt | 9.0 | -0.7 | 20.5
COc1cccc(-c2ccc(SCC(=O)N3CCOCC3)nn2)c1 | 12.3 | -0.3 | -0.1 | 4.2 | -0.2 | -20.0 | 0.1 | 6.7 | -33.0 | 1.1 | -17.6
O=C(C1CCCN1S(=O)(=O)c1cccc2nsnc12)N1CCCCCC1 (centres undefined) | -5.6 | 14.2 | 0.1 | 5.9 | -2.0 | 6.5 | -1.5 | 5.7 | 1.2 | 0.4 | -5.9
CCOC(=O)[C@]12CCC=C1N(Cc1ccc3c(c1)OCO3)C(=O)[C@H](CC(=O)NCCc1ccccc1OC)C2 | 30.3 | nt | 0.2 | nt | nt | 4.7 | 10.3 | nt | nt | -1.0 | nt
Cc1cc(C)nc(/N=C(\N)Nc2ccc(OCCC(C)C)cc2)n1 | 53.0 | -6.3 | 0.1 | 65.1* | 0.8 | 2.9 | -12.3 | 3.5 | 106.6* | -0.7 | 63.6
CC12CCC(C(=O)N3CCCCC3)(CC1=O)C2(C)C (centres undefined) | -7.4 | 0.3 | -0.3 | 5.9 | 4.1 | 12.8 | 2.0 | -0.2 | 4.0 | -0.3 | 13.1
COC(=O)c1ccccc1SCc1csc(C)n1 | -16.3 | 7.2 | -0.1 | -12.1 | 10.9 | 3.8 | 32.0 | 0.8 | -8.1 | -0.1 | 2.1
Clc1ccc(-c2nc3c4ccccc4ccn3c2CC2CCCCC2)cc1 | -30.3 | nt | 21.5* | nt | nt | -80.5 | 33.6 | nt | nt | -0.9 | nt
